Bioassay records (PubChem BioAssay)
Vif-APOBEC3G blk: Vif-A3G binding inhibition | Q9HC16 | HeLa A3G-eYFP + Vif (tagged APOBEC3G with the HIV-1 protein that degrades it), YFP fluorescence, overnight | Potency, µM (top dose mostly 46.1 µM), inactives show at the top dose activity, negative = active, most hits filed as inhibitors | 410,000 tested, 0.076% active;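 further: potency means the concentration at half of the fitted maximal effect; on the % scale 0 is the no-effect control and ±100 the full control effect; nearly all actives have a fitted effect of over 60% in size; hits raise eYFP signal because A3G escapes Vif-driven loss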
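Read-out is eYFP fluorescence (Ex 488/Em 500-530) from Vif-expressing HeLa A3G-eYFP cells; more signal means A3G escaped Vif-mediated degradation. Cells plated overnight, compound pinned in, incubated overnight at 37 deg C.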
D2 PAM: D2 dopamine receptor (human) potentiation; P14416; HEK293 T-REx D2, calcium flux, EC20 dopamine potentiation; potentiation, % at 10 µM; 340,000 tested, 0.34% active; AID 485347;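 active means potentiation over 3 SD above the plate norm, cut at about 30% in these data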; further: 0% is about no effect
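Using a no-wash calcium dye in inducible, force-coupled HEK293 Trex cells expressing D2, we tracked fluorescence each second for 180 s after compound, then for 180 s after EC20 dopamine to detect augmented signalling.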
D1 PAM: human D1 dopamine receptor positive modulation; P21728; HEK293 TREx D1 cells, calcium flux, dopamine EC20 potentiation; 360,000 tested, 0.036% active; potentiation, % at 10 µM; in the data active means potentiation above about 30%; further: 0% is about no effect
GRP78 ERSR act: inducers of ER stress response in human glioma cells. Potency, µM, for inactives: at the top dose activation, hits mostly activators. 420,000 tested, 0.02% active. AID 602332. U87-MG GRP78 promoter luciferase reporter, 16 h; further: potency means the concentration at half of the fitted maximal effect; series mostly up to about 76 µM; % of control where 0% means no effect; nearly all actives have a fitted effect of over 35% in size
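Stably transfected U87-MG human glioma cells carrying a GRP78-based luminescent sensor were seeded at 1000 cells/well, pin-dosed with compounds and incubated 16 h. Luciferase reagent was then added, and end-point luminescence was read after 10 min at room temperature.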
RXFP1 antagonist: antagonists of human relaxin receptor RXFP1 | activity change, negative = inhibition, % at 57.5 µM | Q9HBX9 | HEK293-RXFP1, relaxin-stimulated cAMP HTRF, 30 min; stronger effect = lower value | 350,000 tested, 0.59% active;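 active means activity change of -60% or lower, but not beyond a set lower limit; inconclusive means change between -60% and -40%, or beyond the set limit; inactive means change above -40%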; further: on the % scale 0 is the no-effect control and ±100 the full control effect
Target sequence (Q9HBX9 whole entry, looked up): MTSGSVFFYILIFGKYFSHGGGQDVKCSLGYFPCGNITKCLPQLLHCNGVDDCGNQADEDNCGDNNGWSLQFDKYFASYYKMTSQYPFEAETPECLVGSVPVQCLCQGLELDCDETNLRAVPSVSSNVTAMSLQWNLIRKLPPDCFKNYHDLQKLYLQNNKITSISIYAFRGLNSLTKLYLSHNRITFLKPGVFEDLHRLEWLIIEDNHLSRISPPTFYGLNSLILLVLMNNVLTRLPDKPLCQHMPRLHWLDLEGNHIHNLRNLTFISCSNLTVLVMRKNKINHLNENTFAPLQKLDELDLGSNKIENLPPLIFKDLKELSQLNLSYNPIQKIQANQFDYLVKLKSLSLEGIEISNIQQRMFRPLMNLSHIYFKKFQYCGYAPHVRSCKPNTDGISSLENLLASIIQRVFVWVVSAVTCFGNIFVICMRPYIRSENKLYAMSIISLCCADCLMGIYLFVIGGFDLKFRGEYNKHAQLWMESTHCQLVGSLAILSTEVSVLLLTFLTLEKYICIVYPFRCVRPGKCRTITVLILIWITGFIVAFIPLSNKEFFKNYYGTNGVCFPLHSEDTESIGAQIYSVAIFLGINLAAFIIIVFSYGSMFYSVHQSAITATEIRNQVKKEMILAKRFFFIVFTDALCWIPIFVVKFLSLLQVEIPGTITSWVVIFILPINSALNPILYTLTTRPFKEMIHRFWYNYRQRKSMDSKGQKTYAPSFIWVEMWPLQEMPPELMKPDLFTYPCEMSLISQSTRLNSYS
Vif-APOBEC3F blk: blocks the Vif interaction with APOBEC3F; 390,000 tested, 0.2% active; HeLa A3F-eYFP + Vif (tagged APOBEC3F with the HIV-1 protein that degrades it), YFP fluorescence increase; Potency, µM (top dose mostly 46.1 µM), without a hit: top-dose activity, negative = active; AID 602313; further: potency means the concentration at half of the fitted maximal effect; % of control where 0% means no effect; nearly all actives have a fitted effect of over 65% in size
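HeLa cells stably expressing Vif plus C-terminally eYFP-tagged A3F were seeded, incubated overnight at 37 deg C, dosed with compound, incubated overnight again at 37 deg C. Yellow fluorescence (Ex 488/Em 500-530) reported blocked Vif-mediated A3F-eYFP degradation.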
D1 agonist: activates the human D1 dopamine receptor; 360,000 tested, 1% active; activation, % at 2 µM; HEK293 T-REx D1 cells, calcium flux, agonist mode; P21728; in the data active means activation above about 30%; further: 0% is about no effect
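Agonism was scored from calcium flux recorded over 180 s (1 read/s) after pintool compound addition, following a 10-cycle baseline. Cells were inducible force-coupled HEK293 TREx D1, plated overnight at 30 C and loaded with no-wash calcium dye.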
RXFP1 ag: RXFP1 (human) receptor agonism. Potency, µM (doses to about 57.5 µM), without a hit: top-dose activation, usual class: activators. HEK293T-RXFP1 cAMP TR-FRET, 30 min; response scale: percent of porcine relaxin response, buffer zero. Q9HBX9. 370,000 tested, 0.3% active; further: potency means the concentration at half of the fitted maximal effect; on the % scale 0 is the no-effect control and ±100 the full control effect; nearly all actives have a fitted effect of over 60% in size; many of its hits are not listed in these tables
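HEK293 cells stably expressing RXFP1, treated 30 min at 37C with compounds plus PDE4 inhibitor Ro 20174; cAMP measured by HTRF TR-FRET. Normalized to buffer and 29 nM porcine relaxin; EC50 by Hill fit.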
D1 antagonist: blocks dopamine activation of the human D1 receptor. P21728. HEK293 TREx D1 cells, calcium flux, dopamine EC80; stronger effect = lower value. activity change, negative = inhibition, % at 10 µM. 360,000 tested, 3.2% active. AID 504652; in the data active means activity change below about -30%; further: on the % scale 0 is the no-effect control and ±100 the full control effect
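After overnight tetracycline induction at 30 C, force-coupled D1 HEK293 cells took up a no-wash calcium dye at room temperature. Compounds were added and monitored 180 s, and the response to EC80 dopamine was then recorded.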
* = called active by the depositor; ? = inconclusive; / = not tested or not shown; & = joins results of further samples. Unless noted, the call rests on the fitted dose curve; in most records, active means well fitted curve in the direction sought with a large enough effect; inconclusive means small, poorly fitted or top-dose-only effect, or another doubt; inactive means no such curve, though single readings can be large; an effect the other way counts as inactive or inconclusive.

SMILES	Vif-APOBEC3G blk	D2 PAM	D1 PAM	GRP78 ERSR act	RXFP1 antagonist	Vif-APOBEC3F blk	D1 agonist	RXFP1 ag	D1 antagonist
CSc1sc(C(=O)NCC2CC2)cc1S(=O)(=O)C(C)C	-1.3%	-0.7	-0.6	5.3%	0.0	1.5%	1.2	3.1%	7.4
CCc1ccc(OC)c(S(=O)(=O)N2CCN(C(=O)c3ccco3)CC2)c1	3.9%	3.3	-2.5	-4.6%	1.1	-3.2%	0.8	0.6%	-5.0
CCOC(=O)C1=C(C)NC(C)=C(C(=O)OCC)C1C	-9.3%	-0.6&-15.7	-6.9&-6.0	-3.9%	20.7	-22.7%	1.0&0.8	-1.0%&7.0%	-5.1&10.1
Nc1cc(S(=O)(=O)Nc2ccccc2Cl)ccc1N1CCOCC1	5.2%	-5.6	0.7	-3.1%	7.1	3.0%	6.0	-0.4%	-26.3
O=C(COc1cccc(Cl)c1)Nc1ccccc1N1CCCCC1	-8.6%	9.3	1.4	-1.1%	-5.4	0.5%	4.3	1.9%	3.6
Cc1c(NC(=O)/C(C#N)=C/c2cccs2)c(=O)n(-c2ccccc2)n1C	0.5%	8.8	-0.3	-2.0%	-7.6	-4.3%	-0.4	-0.3%	2.4
CCN1CCN(Cc2c(C)[nH]c3ccc(C(=O)OC)cc3c2=O)CC1	0.0%	6.9	3.1	-2.3%	-8.8	1.4%	0.9	1.4%	0.5
COCCOC(=O)CC1=NC(=O)CS1	1.3%	-0.8	1.4	-4.8%	-10.1	4.2%	2.0	0.1%	-1.1
CCc1ccc(NC(=O)c2ccc3c(c2)c(C)c(C)n3Cc2ccccc2)cc1	?	-2.9	-4.0	-2.2%	-17.6	-6.0%	1.0	0.5%	13.1
COc1ccc(NC(=O)CN(c2ccc(C(C)C)cc2)S(=O)(=O)c2c(C)noc2C)cc1OC	-0.9%	-5.8	-0.7	-2.2%	/	-0.2%	1.1	-0.2%	-11.0
Cc1ccn2c(CNCC3OCCc4ccccc43)c(C(=O)N3CCCCCC3)nc2c1 (centres undefined)	-8.9%	-11.0	-4.7	-1.0%	-7.5	-3.7%	0.1	-0.1%	-6.7
COc1ccc(N(CC(=O)N2CCC(Cc3ccccc3)CC2)S(C)(=O)=O)cc1	5.1%	-8.1	-5.0	0.5%	-1.0	?	1.8	0.0%	-1.1
COc1cc(C(=O)Nc2nc(N)n(-c3ccccc3)n2)cc(OC)c1OC	-11.4%	-1.1	4.0	-3.7%	-1.8	5.4%	1.9	1.3%	3.8
O=S(=O)(c1ccc2c(c1)C(=NO)c1cc(S(=O)(=O)N3CCCCC3)ccc1-2)N1CCCCC1	-3.1%	16.2	-0.7	-7.3%	-9.6	-17.3%	3.6	1.8%	20.9
CC(=O)c1ccc(NC(=O)CSc2nnc(C3CC3)n2C)cc1	-0.3%	18.7	-3.4	5.3%	2.2	3.7%	4.0	2.1%	-9.1
Cn1c(=O)[nH]c(=O)c2c1nc(CN1CCN(Cc3ccccc3)CC1)n2CC(N)=O	1.8%	10.6	-9.3	2.1%	/	3.8%	1.7	0.4%	-12.8
COC(=O)N/N=C/c1ccc(OS(=O)(=O)c2ccc(C)cc2)c(OC)c1	-2.8%	-13.4	-0.4	-1.6%	-13.5	-1.0%	6.0	0.0%	-9.0
CCc1c(C)sc(NC(=O)OC)c1C(=O)N1CCCCC1	-3.0%	4.4	-4.9	4.6%	4.3	-12.9%	2.6	3.2%	0.3
COc1cc(C(=O)Nc2cc3c4c(c2)CC(=O)N4CCC3)cc(OC)c1OC	-0.3%	-2.6	-2.1	-0.2%	-8.8	2.6%	0.0	0.0%	6.0
Cc1nc(N2CCN(S(=O)(=O)c3ccccc3)CC2)c2cc(-c3ccccc3)sc2n1	1.1%	/	-3.6	-1.8%	-15.8	/	-1.2	3.6%	/
CCCN(CCC)C(=O)Cn1c(=O)n(CCCCCC(=O)NCc2ccccc2Cl)c(=O)c2sccc21	3.8%	24.9	1.9	-6.1%	3.1	-4.4%	-1.8	10.1%	1.6
Cn1nnnc1SCC(=O)N1CCN(C(c2ccccc2)c2ccccc2)CC1	-6.4%	-3.5	-5.1	-2.5%	-10.4	5.9%	-0.6	1.1%	-11.3
CCOc1ccc(S(=O)(=O)Nc2ccc(OC)nc2)cc1	0.5%	-9.1	-7.5	-1.6%	-3.5	?	9.2	2.3%	-6.7
N#Cc1c(N2CCOCC2)nc(N2CCCCC2)c2c1CCN(C1CCCCC1)C2	-0.5%	1.6	1.2	-2.9%	-16.0	5.8%	1.6	-0.4%	-1.6
O=C(COc1ccccc1[N+](=O)[O-])N(C1CCCCC1)C1CCS(=O)(=O)C1 (centres undefined)	-0.4%	/	-3.5	-0.4%	-7.4	-11.6%	3.4	-0.8%	15.4
CCc1nnc2c(Nc3ccc(N(CC)CC)cc3C)nc3ccccc3n12	-0.7%	-0.8	4.7	-3.7%	-7.9	0.2%	7.6	7.0%	0.9
CCc1c(C)sc(NC(=O)c2cccs2)c1C#N	1.0%	9.5	-3.6	-1.2%	-1.6	-17.6%	14.4	0.3%	1.3
O=C1c2cccc3cccc(c23)C(=O)N1Cc1cccnc1	-0.4%	0.4	-6.0	-2.6%	-8.4	-2.7%	2.4	4.1%	20.1
CC1(C)Nc2cccc3cccc(c23)N1	1.1%	/	/	-1.9%	-7.7	-20.4%	/	/	/
CCOc1ccc(S(=O)(=O)N(CC(=O)NCCSc2ccc(C)cc2)c2ccccc2)cc1	-1.8%	-4.3	-0.8	-2.4%	/	2.3%	9.2	2.1%	4.2
Cc1ccc(C(=O)Nc2ccc(C(=O)N/N=C/c3ccccn3)cc2)cc1	-0.4%	-4.1	-11.1	4.6%	-10.7	-1.4%	2.3	2.5%	-38.1*
COc1ccc(S(=O)(=O)NCCc2ccncc2)cc1	-6.3%	6.8	7.7	0.7%	3.4	-3.6%	2.2	0.1%	-19.4
Cc1ccc(-c2csc(NC(=O)CSc3ncn(-c4ccccc4)n3)n2)cc1	-8.9%	/	-2.7	2.4%	-18.0	1.1%	1.3	-0.5%	21.9
Cc1ccc(S(=O)(=O)Nc2ccc3c(c2)n(C)c(=O)n3C)cc1	-1.5%	-1.4	-2.1	-6.4%	3.2	-5.2%	4.2	-2.1%	4.2
CC(C)NCC(O)COc1ccc2c(c1)CCC2 (centres undefined)	-1.1%	-12.8	2.1	-2.8%	26.7	2.1%	4.4	-0.8%	7.7
Cc1cc(C)c(N=Cc2c(O)c3ccccc3oc2=O)c(C)c1	-0.7%	-5.6	2.9	5.3%	-0.9	1.1%	-0.3	-1.6%	-24.6
Cc1cc(C)c2c(CN3CCC(C)CC3)cc(=O)oc2c1	-6.6%	-10.4	-8.0	3.7%	-23.4	-12.5%	3.3	-2.3%	8.3
Cc1sc2ncnc(N(C)Cc3cccs3)c2c1C	-4.5%	11.5	-4.3	0.1%	-22.6	-1.5%	0.6	2.6%	-1.7
CCOC(=O)c1ccccc1NC(=O)C1CSC2(C)CCC(=O)N12 (centres undefined)	2.1%	-0.2	0.1	-5.0%	10.0	-9.6%	-1.0	0.2%	-5.8
O=C(O)c1ccc(S(=O)(=O)N(Cc2ccccc2)C2CCCCC2)cc1	-3.4%	0.4	12.2	-1.3%	6.5	2.3%	6.6	3.6%	16.0
COC(=O)c1ccc(NC(=O)C2CC(=O)N(c3ccc(C)cc3)C2)cc1 (centres undefined)	0.8%	11.1	-9.1	2.1%	8.9	1.4%	0.7	0.1%	-17.9
Cc1c(OCC(=O)NCC2CCC(C(=O)O)CC2)ccc2c(-c3ccccc3)cc(=O)oc12 (centres undefined)	3.0%	2.4	-0.5	-1.0%	/	1.5%	1.8	-0.1%	10.4
Cc1cccc(-n2ncc3c2CCCC3NC(=O)c2ccc[n+]([O-])c2)c1C (centres undefined)	4.2%	10.2	-3.3	1.6%	-5.3	-8.5%	3.0	0.0%	6.1
COc1cccc(CN(C)C(=O)CN2C(=O)NC3(CCCc4ccccc43)C2=O)c1 (centres undefined)	-5.2%	12.9	1.1	1.0%	4.9	-9.4%	1.2	-0.5%	5.7
O=C(CN1C(=O)NC2(CCCC2)C1=O)Nc1ccccc1N1CCCC1	-0.5%	3.1	2.3	-3.7%	-1.7	-2.2%	4.0	4.9%	-8.3
C=C(C)C(=O)Nc1cccc(C2=NOC3(C2)C[C@@H](C(N)=O)N(C(=O)C(=C)C)C3)c1 (some centres undefined)	-1.6%	-12.2	-3.8	-2.2%	/	3.0%	4.8	-0.1%	3.2
COc1ccc(NC(=O)C2CC(c3cccc(Br)c3)=NO2)cc1OC (centres undefined)	-4.4%	4.5	-5.0	-5.6%	-8.7	-0.6%	5.8	-0.8%	1.1
COc1ccc(-c2[nH]ncc2CN2CCN(c3ccc(F)cc3)CC2)cc1	1.1%	-10.7	-4.0	-4.3%	-8.3	-13.3%	3.0	0.6%	9.3
COc1ccc(-c2ccc(SCC(=O)NC3CCCC3)nn2)cc1	-3.8%	/	/	3.5%	-1.5	-13.0%	/	/	/
COC(=O)c1ccccc1Oc1c(F)c(F)nc(N2CCOCC2)c1F	-3.2%	-2.6	-5.8	-0.3%	21.7	0.4%	1.8	-0.5%	-16.3
Cc1csc(NC(=O)CSc2nnc(-c3ccco3)n2C)n1	-0.3%	6.6	5.1	-0.5%	-13.1	/	1.4	1.0%	2.0
Cc1nccn1CCCNC(=O)CC1C(=O)NCCN1Cc1ccc(Cl)c(F)c1 (centres undefined)	-1.0%	0.4	4.8	-2.0%	-1.6	-1.6%	4.0	-2.4%	-2.2
Cc1ccc2onc(CC(=O)N3CCN(c4cc(Cl)ccc4C)CC3)c2c1	3.0%	-0.7	1.1	-5.9%	-24.6	-2.9%	-0.2	-2.3%	6.5

Part of the list above, limited to D2 PAM and Vif-APOBEC3F blk.
| compound | D2 PAM | Vif-APOBEC3F blk |
| --- | --- | --- |
| Cc1nccn1CCCNC(=O)CC1C(=O)NCCN1Cc1ccc(Cl)c(F)c1 (centres undefined) | 0.4 | -1.6% |
| Cc1ccc2onc(CC(=O)N3CCN(c4cc(Cl)ccc4C)CC3)c2c1 | -0.7 | -2.9% |

An excerpt; the hit share may differ from the screen's.
